Assay outcomes deposited in PubChem BioAssay by Johns Hopkins Ion Channel Center.
ANO1 activ: mouse TMEM16A channel activation, primary screen | B-score at 10 µM | HEK293 TMEM16A/YFP-H148Q/I152L, iodide quench fluorescence; stronger effect = lower value | Q8BHY3 | 340,000 tested, 0.3% active;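 active = fluorescence-ratio B-score plate-corrected deviation score at least 3 library SD below zero, with starting fluorescence score within 5 deviations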;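 also: channel opened by trigger with iodide after compound preincubation; score built on the fluorescence ratio of max minus min over baseline; more negative score means more quench and so TMEM16A activation or potentiation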
ANO1 block: inhibitors of mouse TMEM16A calcium-activated chloride channel | 310,000 tested, 1.2% active | HEK293 TMEM16A/YFP iodide influx fluorescence, ionomycin | AID 588511 | Q8BHY3 | normalized B-score (activity score, 25-100; higher = stronger inhibition) at 10 µM;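 active = ratio plate-corrected score three or more library SD toward inhibition, starting fluorescence score within five deviations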;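 also: score derived from kinetic fluorescence span divided by baseline fluorescence per well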
KCNK3 inh: human KCNK3 channel inhibition, primary screen | CHO-KCNK3 thallium flux, FluxOR fluorescence; stronger effect = lower value | B-score at 10 µM | 340,000 tested, 0.84% active;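 active = B-score under library mean minus 4 SD, starting fluorescence ratio at most library mean plus 5 SD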;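 also: more negative B-score means stronger inhibition of thallium flux through KCNK3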
Target sequence (O14649 whole entry, looked up): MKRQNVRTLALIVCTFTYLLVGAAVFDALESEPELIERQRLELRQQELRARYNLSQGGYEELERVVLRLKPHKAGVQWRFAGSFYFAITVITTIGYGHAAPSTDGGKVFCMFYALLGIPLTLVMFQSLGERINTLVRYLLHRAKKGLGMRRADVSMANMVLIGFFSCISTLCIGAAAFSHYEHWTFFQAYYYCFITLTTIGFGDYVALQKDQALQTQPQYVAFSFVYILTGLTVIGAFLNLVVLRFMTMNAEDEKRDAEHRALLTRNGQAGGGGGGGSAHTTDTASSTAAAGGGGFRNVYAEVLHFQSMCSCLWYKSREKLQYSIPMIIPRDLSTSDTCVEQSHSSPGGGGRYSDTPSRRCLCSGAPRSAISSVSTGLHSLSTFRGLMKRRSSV
KCNK9 inh: human KCNK9 channel inhibition. Q9NPC2. HEK293 KCNK9, FluxOR thallium flux fluorescence; stronger effect = lower value. B-score at 10 µM. 310,000 tested, 1.2% active;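 active = ratio B-score over 3 SD below the library mean, with starting fluorescence within 5 SD of its mean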;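 also: negative B-score means less thallium flux so channel inhibition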
KCNQ1 pot: potentiators or activators of human KCNQ1 potassium channel. P51787. CHO-K1 KCNQ1, thallium flux FluxOR fluorescence; stronger effect = higher value. B-score at 10 µM. 310,000 tested, 0.35% active;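 active = fluorescence ratio B-score, a plate-corrected score, at least three library SD, with initial intensity B-score within 5 SD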
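Assay system: stable KCNQ1 CHO-K1 line; medium: assay buffer, equal DMSO in all wells; timing: 90 min dye loading and 20 min compound exposure, both at room temperature; technique: kinetic FluxOR thallium fluorescence, 10-s 1-Hz baseline, 110-s post-stimulus read; read-out basis: B score of baseline-normalized fluorescence ratio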
MrgX1 allo act: human MrgX1 positive allosteric modulation, primary screen | MrgX1-HEK293, Fluo-4 calcium flux, FDSS; stronger effect = higher value | B-score at 10 µM | Q96LB2 | 310,000 tested, 0.63% active;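 active = plate-corrected calcium response at least 3 library SD above typical, normal starting fluorescence, not activating the receptor alone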;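 also: compound read alongside a low EC10 to EC30 dose of BAM8-22 agonist; peak minus trough fluorescence over baseline measured at the second addition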
Target sequence (Q96LB2 whole entry, looked up): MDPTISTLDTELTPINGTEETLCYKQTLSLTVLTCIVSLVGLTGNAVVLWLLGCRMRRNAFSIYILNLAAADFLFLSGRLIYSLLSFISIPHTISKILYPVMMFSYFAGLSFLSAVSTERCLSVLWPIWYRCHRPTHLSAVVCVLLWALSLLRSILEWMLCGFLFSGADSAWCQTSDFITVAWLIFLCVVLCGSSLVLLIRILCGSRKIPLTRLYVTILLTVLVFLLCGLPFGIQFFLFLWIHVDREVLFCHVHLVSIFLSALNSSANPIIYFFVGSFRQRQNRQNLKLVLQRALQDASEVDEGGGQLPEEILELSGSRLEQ
RGS4 block: inhibitors of human RGS4; B-score at 10 µM; P49798; HEK293 M3R/RGS4 inducible, Fluo-4 calcium flux; stronger effect = higher value; triggered by carbachol at its EC20; 310,000 tested, 0.45% active;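 active = B-score, a plate-corrected calcium signal, over three deviations above library mean, with baseline fluorescence within five deviations of library mean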;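 also: RGS4 expression induced by doxycycline in cells with stable M3 receptor; B-score is computed from the integrated fluorescence ratio over baseline after carbachol; higher B-score means a larger calcium signal and so more RGS4 inhibition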
Target sequence (P49798 whole entry, looked up): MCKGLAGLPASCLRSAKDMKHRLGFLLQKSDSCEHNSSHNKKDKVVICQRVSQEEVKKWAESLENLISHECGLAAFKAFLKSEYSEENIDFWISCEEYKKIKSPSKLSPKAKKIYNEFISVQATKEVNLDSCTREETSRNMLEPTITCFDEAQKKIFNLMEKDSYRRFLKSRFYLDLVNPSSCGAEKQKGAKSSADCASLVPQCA
KCNQ1 block: inhibitors of human KCNQ1 potassium channel. P51787. CHO-K1 KCNQ1, FluxOR thallium flux fluorescence; stronger effect = higher value. B-score at 10 µM. 310,000 tested, 1.3% active. AID 2642;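 active = compounds whose thallium flux B-score, printed positive for inhibition, exceeds three library SD while starting fluorescence stays within three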;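 also: channel opened by potassium depolarization with thallium stimulus after 20 min compound exposure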
MrgX1 ag: activates human MrgX1 receptor signaling; Q96LB2; MrgX1-HEK293 cells, Fluo-4 calcium fluorescence, agonist mode; stronger effect = higher value; B-score at 10 µM; 310,000 tested, 0.44% active; AID 588627;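 active = calcium response B-score plate-corrected fluorescence ratio at least 3 library SD, with starting fluorescence B-score inside 5 SD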
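times = overnight plating, then 30 min 37 °C plus 30 min room-temperature dye loading | assay system = stable human MrgX1 HEK293 cell line | input = fifteen thousand cells per well | signal = kinetic calcium dye fluorescence, Fluo-4 NW | dosing = compound delivered in addition one of three | read-out = B-scored fluorescence response ratio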
hERG rescue: shields human hERG channel from block by proarrhythmic agents. Q12809. CHO-hERG, FluxOR thallium flux, dofetilide IC70 present. activation (rescue from dofetilide block), less the hit threshold, % at 10 µM. 310,000 tested, 0.51% active;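 active = activation above the mean of controls blocked by dofetilide plus 5 SD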;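 also: thallium influx through hERG after potassium depolarization seen as dye fluorescence rise; in these data hits start at about 4.7%; inactives centre near -7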
RGS4 pot: potentiators or activators of RGS4 | B-score at 10 µM | HEK293 M3R/inducible RGS4, carbachol calcium flux Fluo4; stronger effect = lower value | AID 463111 | 310,000 tested, 0.92% active;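 active = B-score of the integrated calcium signal more than 4 SD below the library mean, with starting fluorescence not abnormally high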;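 also: negative B-score means reduced calcium response which marks RGS4 activation or potentiation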
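test system = HEK293 cells with stable M3R and inducible RGS4 | schedule = recording 10 s baseline at 1 Hz, 100 s post-agonist | technique = Fluo4-AM (2 µM) calcium-flux fluorescence, kinetic read | measure = Agonist-evoked peak-minus-minimum fluorescence over baseline, integrated ratio, B score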
Active calls of the source: *; i = inactive; · = no result given.

SMILES	ANO1 activ	ANO1 block	KCNK3 inh	KCNK9 inh	KCNQ1 pot	MrgX1 allo act	RGS4 block	KCNQ1 block	MrgX1 ag	hERG rescue	RGS4 pot
O=[N+]([O-])/C(N=Nc1ccccc1)=N\Nc1ccccc1	i	i	i	i	i	i	i	i	i	-24	i
Cc1ccc(-n2c(N)c(C#N)c(-c3ccc(Cl)cc3)c(C#N)c2=O)cc1	i	i	i	i	i	i	i	i	i	-6	i
COc1ccccc1N1CC(C(=O)Nc2ccc3c(c2)OCO3)CC1=O (configuration not stated)	i	i	i	i	i	i	i	i	i	-6	i
c1ccc(C(c2nnnn2C2CCCC2)N2CCN(c3ccccc3)CC2)cc1 (configuration not stated)	i	i	i	i	i	i	i	i	i	-4	i
Cc1c(C(=O)N2CCCC2)sc(NC(=O)c2ccc(Cl)cc2)c1C#N	i	i	i	i	i	i	i	i	i	-10	i
COc1cc(/C=C/C(=O)N2CCN(c3n[nH]c(=O)[nH]c3=O)CC2)cc(OC)c1OC	i	i	i	i	i	i	i	i	i	-9	i
C=C(C)c1sc(-c2ccc(Cl)cc2)nc1C	i	i	i	i	i	i	i	i	i	0	i
Cc1ccccc1CS(=O)(=O)Cc1ccc(C(=O)NC2CCCC2)o1	i	i	i	i	i	i	i	i	i	-8	i
CCC(C(=O)OC)n1c(-c2ccccc2)nc2ccccc2c1=O (configuration not stated)	i	i	i	i	i	i	i	i	i	0	i
CC(C)(C)c1ccc(C(=O)C2CCCN(C(=O)CCn3cncn3)C2)cc1 (configuration not stated)	i	i	i	i	i	i	i	i	i	-7	i
CCc1ccc(OCC(=O)OC(C)C(=O)NC2CC2)cc1 (configuration not stated)	i	i	i	i	i	i	i	i	i	-6	i
CC12CCC(c3c1nc1ccccc1[n+]3[O-])C2(C)C (configuration not stated)	i	i	i	i	i	i	i	i	i	-9	i
COC(=O)CS(=O)(=O)c1cccc2cccnc12	i	i	i	i	i	i	i	i	i	-4	i
O=C(O)c1cnn(-c2nc(-c3ccc(Cl)cc3)cs2)c1C(F)(F)F	i	i	i	i	i	i	i	i	i	-2	i
Cn1c(C(=O)NCCN2CCCCCC2)cc2c(=O)n(C)c3ccccc3c21	i	i	i	i	i	i	i	i	i	-9	i
CCCC12CN3CC(C)(CN(C1)C3c1ccc(OC(C)C)cc1)C2=O (configuration not stated)	i	i	i	i	i	i	i	i	i	-10	i
Cn1c(=O)c2c(nc(SCc3ccccc3)n2Cc2ccc(Cl)cc2)n(C)c1=O	i	i	i	i	i	i	i	i	i	-7	i
COc1ccc(C(c2nnnn2CCc2ccccc2)N2CCN(C3CCCC3)CC2)cc1OC (configuration not stated)	i	i	i	i	i	i	i	i	i	-4	i
O=C(CN(C(=O)CCC(=O)Nc1nccs1)c1ccc2c(c1)OCO2)NCc1ccccc1	i	i	i	i	i	i	i	i	i	-8	i
CC(=O)c1cc2c(cc1NC(=O)CSc1nc3ccc(C)cc3[nH]1)OCO2	i	i	i	i	i	i	i	i	i	-2	i
Cc1cc(C)c2c(NC(=S)NC(=O)c3ccccc3)n[nH]c2n1	i	i	i	i	i	i	i	i	i	-15	i
COc1ccc(CCNS(=O)(=O)c2cn(C)c(=O)n(C)c2=O)cc1	i	i	i	i	i	i	i	i	i	-5	i
O=C1C(C=NCC2CCCO2)=C(O)c2ccccc21 (configuration not stated)	i	i	i	i	i	i	i	i	i	-5	i
COc1cc2c3c(c1)c(C1=NC(=S)NC1=O)c(O)n3C(C)(C)C=C2C	i	i	i	i	i	i	i	i	i	-8	i
Cc1ccc(C(=O)Cn2c(-c3ccccc3)noc2=O)cc1	i	i	i	i	i	i	i	i	i	-11	i
CCCc1nc(SCC(=O)N2CCc3ccccc32)c2c(C)c(C)sc2n1	·	i	·	i	i	i	i	i	i	-10	i
COC(=O)c1ccccc1NC(=O)C1CCN(C(=O)N2CCOc3ccccc32)CC1	i	i	i	i	i	i	i	i	i	-24	i
Cc1cc(NC(=O)CN2CCN(S(=O)(=O)c3ccc4ccccc4c3)CC2)no1	i	i	i	i	i	i	i	i	i	-4	i
NC(=O)c1ccccc1N/C=C/C(=O)c1cccs1	i	i	i	i	i	i	i	i	i	-9	i
COc1cc(F)ccc1S(=O)(=O)N1CCN(Cc2ccccc2)CC1	i	i	i	i	i	i	i	i	i	0	i
CCOc1cc(S(=O)(=O)N(CC)CC)ccc1F	i	i	i	i	i	i	i	i	i	-7	i
Cc1nc(C)c(C(=O)C2=C(O)C(=O)N(CCN(C)C)C2c2cccs2)s1 (configuration not stated)	i	i	i	i	i	i	i	i	i	-4	i
CCO[C@@H]1OC(C(=O)NC2CC2)=C[C@H](c2ccc(Br)cc2)[C@H]1CCCO	i	i	i	i	i	i	i	i	i	-2	i
O=C1CCCc2nc(N3CCN(C(=O)c4ccco4)CC3)ncc21	i	i	i	i	i	i	i	i	i	-7	i
CCCC1S/C(=N/N=C/c2ccc(OC)cc2)N(Cc2ccccc2)C1=O (configuration not stated)	i	i	i	i	i	i	i	i	i	-4	i
Cc1ccc(-c2noc(CCC(=O)NC3CCN(Cc4ccccc4)CC3)n2)cc1	i	·	i	i	i	·	i	i	·	-13	i
CCSc1nnc(NC(=O)CSc2nnc(CNC(=O)c3ccccc3F)o2)s1	i	i	i	i	i	i	i	i	i	-9	i
COc1ccc(-n2c(C)nc3cc(C(=O)NCc4ccc5c(c4)OCO5)ccc32)cc1	i	i	i	i	i	i	i	i	i	-8	i
COc1ccccc1NC(=O)CCc1nnc2ccc(N3CCN(C)CC3)nn12	i	i	i	i	i	i	i	i	i	-6	i
CCOC(=O)N1CCN(C(=O)COc2cccc3c2CCN(Cc2ccccc2F)C3=O)CC1	i	i	i	i	i	i	i	i	i	-6	i
CCN(CC)C(=O)CSc1nnc(-c2ccccc2)o1	i	i	i	i	i	i	i	i	i	-3	i
COc1cc2ccccc2cc1C(=O)O	i	i	i	i	i	i	i	i	i	-4	i
CCN(CC)CC(O)CCCCCCCCC(=O)OC (configuration not stated)	i	i	i	i	i	i	i	i	i	-4	i
Cc1cc(C)c2nc(C(F)(F)F)c(C#N)c(N)c2c1	i	i	i	i	i	i	i	i	i	-6	i
C/C=C(/C(=C/C)c1ccc(O)cc1)c1ccc(O)cc1	i	i	i	i	i	i	i	i	i	-1	i
COc1ccc(C(=O)N(Cc2ccccc2)Cc2cc3cc4c(cc3[nH]c2=O)OCCO4)cc1	i	i	i	i	i	i	i	i	i	-10	i
Cc1ccc(NC(=O)COC(=O)C2C3CC4OC(=O)C2C4C3)cc1 (configuration not stated)	i	i	i	i	i	26*	i	i	i	-6	i
CCOC(=O)c1sc(NC(C)=O)cc1C	i	i	i	i	i	i	i	i	i	-4	i
N#CC(C(=O)OCc1ccccc1)c1nc2ccccc2nc1N1CCOCC1 (configuration not stated)	i	i	i	i	i	i	i	i	i	-9	i
CCC(=O)N(Cc1cc2cc(OC)ccc2[nH]c1=O)c1ccc(C)cc1C	i	i	i	i	i	i	i	i	i	-10	i

Next results
SMILES	ANO1 activ	ANO1 block	KCNK3 inh	KCNK9 inh	KCNQ1 pot	MrgX1 allo act	RGS4 block	KCNQ1 block	MrgX1 ag	hERG rescue	RGS4 pot
COc1ccc(NC(=O)CN(C)CC(=O)Nc2ccccc2SC)cc1Cl	i	i	i	i	i	i	i	i	i	-8	i
COCc1cc(=O)[nH]c(Nc2nc(C)c3ccccc3n2)n1	i	i	i	i	i	i	i	i	i	-6	i
CC1=CC2=NC(=O)/C(=C\c3cccn3CCOc3ccc(C)c(C)c3)C(=N)N2O1	i	i	i	i	i	i	i	i	i	-4	i
COc1ccc2c(c1)cc(C(=O)N[C@H](C(=O)N1CCC(C(=O)O)CC1)C(C)C)n2C	i	i	i	i	i	i	i	i	i	0	i
Cc1ccccc1Nc1nc(N)nc(CSc2n[nH]c(N)n2)n1	i	i	i	i	i	i	i	i	i	-8	i
CCn1cc([N+](=O)[O-])c(C(=O)N2N=C(c3ccc4ccccc4c3)CC2c2cc(Br)ccc2O)n1 (configuration not stated)	i	i	i	i	i	i	i	i	i	0	i
Cc1nc2ccccc2c(=O)n1NC(=O)C1CCCCC1	i	i	i	i	i	i	i	i	i	-3	i
Cc1ccc(C(=O)NCC(=O)N2CCC3(CC2)NCCc2[nH]cnc23)cc1C	i	i	i	i	i	i	i	i	i	-5	i
COc1ccc(/C=N/n2cnnc2)cc1Cn1nc(C)c([N+](=O)[O-])c1C	i	i	i	i	i	i	i	i	i	-12	i
CCc1ccc(NC(=O)CCCN2C(=O)C3CC=CCC3C2=O)cc1 (configuration not stated)	i	i	i	i	i	i	i	i	i	-5	i
CC1CCCCN1CCCNC(=O)c1cc(Br)c(Br)[nH]1 (configuration not stated)	i	i	i	i	i	i	i	i	i	-14	i
Cc1ccc(-c2nnn(CC(=O)N(Cc3ccco3)C(C(=O)NC3CCCC3)c3cccs3)n2)o1 (configuration not stated)	i	i	i	i	i	i	i	i	i	-4	i
C/C(=N\NS(=O)(=O)c1ccccc1)c1ccc2c(c1)OCCO2	i	i	i	i	i	i	i	i	i	-5	i
O=C(Cc1ccccc1)NC(NC(=O)Cc1ccccc1)c1cccc([N+](=O)[O-])c1	i	i	i	i	i	i	i	i	i	0	i
CN(C)S(=O)(=O)c1ccc(NC(=O)CN2CCCCCC2)cc1	i	i	i	i	i	i	i	i	i	-3	i
CC(C)CCNC(=O)C1CCN(C(=O)N(C)C)CC1	i	i	i	i	i	i	i	i	i	-3	i
Cn1nnnc1SCC(=O)C(C)(C)C	i	i	i	i	i	i	i	i	i	-11	i
O=C(O)C1CC(=O)N(Cc2ccc3c(c2)OCO3)C1 (configuration not stated)	i	i	i	i	i	i	i	i	i	-6	i
